Screening data as filed in PubChem BioAssay.
KOR beta-arrestin-1 = KOR antagonists, beta-arrestin recruitment, cell-based, luminescence, uHTS (AID 1778). KOR beta-arrestin recruitment, luminescence, antagonist mode; higher % means a stronger effect. 290,000 tested, 0.091% active. inhibition, % at 10 µM; hits with a dose series show IC50 in µM; in the data active = inhibition above about 50%; also: strong numbers were not always called active
GPR55 antagonists = inhibition of LPI-stimulated GPR55 beta-arrestin translocation – imaging, U2OS, beta-arrestin-GFP, LPI agonist, primary screen (AID 2013) | U2OS GPR55 beta-arrestin-GFP translocation imaging, LPI antagonism; higher % means a stronger effect | inhibition, % at 10 µM; hits with a dose series show IC50 in µM | 290,000 tested, 0.13% active;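 active = spots per cell inhibited over 60%, with over 100 cells counted and total cytoplasm intensity under 500,000; inconclusive = wells with under 100 cells, flagged as likely toxic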;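 also: U2OS cells stably carrying GPR55 and arrestin-GFP stimulated by 5 µM LPI near EC80; imaged beta-arrestin-GFP aggregate spots per cell after agonist stimulation; plate controls were LPI-stimulated DMSO wells for no effect and DMSO wells without LPI for full effect; some results filed as inactive read as strong as hits; confirmed hits need IC50 under 10 µM and bright autofluorescent wells are also inconclusive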
KOR beta-arrestin-2 = KOR agonists, beta-arrestin recruitment, primary screen, cell-based, luminescence, uHTS (AID 1777); KOR beta-arrestin recruitment, luminescence; higher % means a stronger effect; activation, % at 10 µM; hits with a dose series show EC50 in µM; 280,000 tested, 0.02% active; in the data active = activation above about 50%, passing the limit was not always enough; also: a part of the inactive calls stands beside numbers as strong as those of hits
NOD1 inhibition = inhibition of NOD1-driven NF-kB reporter – cell-based, luminescence, uHTS, primary screen (AID 1578) | NOD1-driven NF-kB luciferase reporter cells, luminescence; higher % means a stronger effect | inhibition, % at 4 µM; hits with a dose series show EC50 in µM | 290,000 tested, 1% active; in the data active = inhibition mostly above about 36%, no sharp cut-off; inactive = mostly below about 34%;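 also: HEK-293T reporter cells stimulated with the NOD1 agonist gamma-tri-DAP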
GPR55 beta-arrestin = GPR55 agonists via beta-arrestin recruitment, primary screen, imaging, U2OS cells, beta-arrestin-GFP redistribution (AID 1961) | U2OS GPR55 beta-arrestin-GFP redistribution imaging; higher % means a stronger effect | activation, % at 10 µM, or EC50 in µM where a hit was titrated | 290,000 tested, 0.048% active;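 active = activation above 40% with more than 50 cells counted in the well; inconclusive = wells holding fewer than 50 cells, flagged as toxic or sparse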;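 also: U2OS osteosarcoma cells stably expressing GPR55 and beta-arrestin-GFP; plate controls were DMSO negative control for no effect and LPI positive control for full effect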
HIV fusion peptide = cell-free HIV fusion peptide-binding blockers – biochemical, uHTS, fluorescence dequenching, primary screen (AID 1986); cell-free peptide binding, fluorescence dequenching, 30 min; higher % means a stronger effect; inhibition, % at 20 µM; hits with a dose series show IC50 in µM; 290,000 tested, 0.3% active; in the data active = inhibition mostly above about 52%, no sharp cut-off; inactive = mostly below about 76%; also: some results filed as inactive read as strong as hits
Siah-1 displacement = Siah-1 peptide-binding antagonists, primary screen, biochemical, fluorescence polarization, rhodamine-plectin, uHTS (AID 1817). Siah-1 / rhodamine-plectin peptide fluorescence polarization; higher % means a stronger effect. displacement, % at 20 µM, or IC50 in µM where a hit was titrated. 290,000 tested, 0.02% active;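 active = displacement of at least 50% at 20 µM, with a fluorescence ratio check between 0.3 and a set limit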;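 also: plate controls were Siah plus tracer with DMSO for no effect and tracer alone without Siah for full effect; strong numbers were not always called active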
AID2073 = inhibitors of Mint1-CaV2.2 protein interaction, biochemical, HTRF (AID 2073) | HTRF protein-protein interaction, Mint1-CaV2.2; higher % means a stronger effect | one-dose inhibition, % at 20 µM; IC50 in µM for titrated hits | 290,000 tested, 0.19% active; in the data active = inhibition mostly above about 51%, no sharp cut-off; inconclusive = no clear call, values can overlap the other calls; inactive = mostly below about 53%; also: some results filed as inactive read as strong as hits
GPR35 antagonists = inhibition of zaprinast-stimulated GPR35 beta-arrestin translocation – imaging, U2OS, beta-arrestin-GFP, zaprinast agonist, primary screen (AID 2058); U2OS GPR35 beta-arrestin-GFP translocation imaging, zaprinast antagonism; higher % means a stronger effect; inhibition, % at 10 µM; hits with a dose series show IC50 in µM; 290,000 tested, 0.052% active;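 active = inhibition of at least 50% with at least 30 cells and total cytoplasm GFP at most 10,000,000; inconclusive = under 30 cells or total GFP of 10,000,000 plus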
Starred values were filed as active, the others as inactive; ? = inconclusive; · = not tested or not shown; [ ] = another dose, or the depositor's remark. Not all compounds are listed, so the mix of outcomes need not match the whole.

SMILES	KOR beta-arrestin-1	GPR55 antagonists	KOR beta-arrestin-2	NOD1 inhibition	GPR55 beta-arrestin	HIV fusion peptide	Siah-1 displacement	AID2073	GPR35 antagonists
COc1ccc2c(c1)c1nc3ccccc3nc1n2Cc1ccc(OC)c(OC)c1	30%	0%	-2.6%	-10%	0.2%	18%	1%	19%	-8%
Cc1cccc([N+](=O)[O-])c1NC(=O)CN(Cc1ccccc1)Cc1ccccc1	·	0%	-1.9%	12%	0.6%	-0.5%	1%	2%	-1%
Cc1cc(S(=O)(=O)NCc2ccco2)c(C)s1	-10%	32%	2.9%	6%	0.2%	-1.9%	5%	6%	8%
COc1ccc(C)cc1NC(=O)CCNC(=O)c1ccco1	-8%	12%	-1.1%	-6%	0.6%	-0.6%	2%	?	14%
O=C(O)CC(NC(=O)CC(c1ccccc1)c1ccccc1)c1cccc([N+](=O)[O-])c1 (configuration not stated)	34%	9%	0.9%	-7%	-0.2%	1.4%	-2%	-5%	3%
Cc1ccc2nc(Cl)c(/C=N/n3c(C)nnc3C)cc2c1	-1%	-7%	-4.4%	-21%	0.2%	-0.3%	0%	2%	9%
O=C(O)CN1C2=NCCCN2c2ccccc21	9%[20 µM]	-4%	-4.2%	-3%	0.1%	-0.5%	-4%	-8%	-2%
CC(=O)Nc1ccc(-n2c(=O)c3ccccc3c3ccccc3c2=O)cc1	-3%	6%	-5.7%	0%	-0.1%	-0.4%	4%	-10%	21%
O=C(Nc1ccc(Cl)cc1)c1cccnc1N1CCCCC1	-30%	5%	1.3%	9%	-0.1%	-1.7%	1%	1%	-7%
CC1CCCC(C)N1C(=O)CSc1nnnn1-c1cccc2c1CCCC2 (configuration not stated)	19%	7%	1.6%	19%	0.0%	-2.6%	-7%	-9%	26%
CN(Cc1ccccc1)c1ccc(C(=O)O)cc1[N+](=O)[O-]	8%	-1%	-2.5%	-13%	-0.2%	-0.2%	-2%	-6%	4%
Cc1ccccc1N1CCN(C2CCCN(C(=O)c3ccsc3)C2)CC1 (configuration not stated)	7%	-4%	-4.6%	-18%	-0.1%	0.8%	-1%	7%	-7%
O=C(/C(=C/c1ccccc1Cl)c1ccccc1)N1CCOCC1	·	8%	1.5%	-40%	0.5%	1.7%	-3%	-2%	-8%
COCCn1c(SCC(=O)N2CCCCC2)nc2c(c1=O)SC(C)C2 (configuration not stated)	8%	2%	3.7%	-18%	-0.1%	-0.3%	5%	3%	3%
Cc1nnc(SCc2nnc(-c3cccs3)o2)n1C1CCCCC1	-1%	0%	-4.6%	0%	-0.2%	-1.5%	-7%	-1%	-2%
O=C(c1ccco1)N1CCN(c2nc(C3CC3)nc3sc4c(c23)CCCC4)CC1	-39%	1.7µM*	·	55%	0.9%	1.3%	7%	11%	2%
COc1cc(CCC(=O)Nc2cccc(C(F)(F)F)c2)cc(OC)c1OC	7%	4%	0.7%	-17%	-0.2%	2.4%	-1%	18%	12%
CSc1ccc(S(=O)(=O)N2c3ccccc3CC2C)cc1 (configuration not stated)	6%[20 µM]	-18%	-2.4%	-12%	-0.1%	0.9%	9%	8%	-8%
COc1cc(OC)cc(C(=O)NCC(=O)OCC(=O)Nc2cc(S(C)(=O)=O)ccc2Cl)c1	5%	-4%	4.8%	0%	0.6%	-0.6%	-4%	-1%	7%
COC(=O)c1cc(S(=O)(=O)N2CCN(c3ccc(F)cc3)CC2)c[nH]1	-34%	-3%	0.7%	0%	0.3%	-1.3%	-7%	17%	12%
COc1ccc2oc(=O)c(C(=O)NCc3cccnc3)cc2c1	-35%	12%	0.9%	-16%	-0.3%	-0.6%	1%	-3%	0%
CCOC(=O)Cn1nc(C)c(NC(=O)CCc2ccc(OC)cc2)c1C	-5%[20 µM]	7%	-2.3%	-20%	-0.1%	-0.6%	12%	-3%	-8%
Cc1csc(NC(=O)C2COc3ccccc3O2)n1 (configuration not stated)	-5%	0%	-2.3%	3%	0.0%	-1.1%	-3%	-4%	-13%
Cc1ccc(NC(=O)c2cnccn2)cc1C	-27%[20 µM]	0%	3.5%	-51%	-0.2%	0.6%	9%	-6%	2%
COC(=O)c1cc(OC)c(OC)cc1NC(=O)CSc1nnc(-c2cccnc2)n1C	-10%	3%	-4.6%	-18%	0.0%	0.9%	4%	0%	0%
CN(CC(=O)N1CC(=O)N(CCc2ccccc2)C(=O)C1)S(=O)(=O)c1cccc2nsnc12	5%	18%	-3.9%	9%	0.0%	1.0%	6%	3%	-2%
Cc1ccc(S(=O)(=O)NCC(=O)N2CCOCCOCCOCCOCC2)cc1	-21%	0%	5.3%	-1%	0.2%	1.0%	0%	-6%	4%
Cn1nc(C(F)(F)F)c(C(=O)Nc2ccc(F)cc2F)c1Oc1cccc(Cl)c1	-21%	6%	0.3%	8%	-0.2%	-4.8%	2%	9%	-5%
COc1ccc(C(=O)N2CCN(S(=O)(=O)c3ccc(C)cc3)CC2)cc1S(=O)(=O)N1CCOCC1	35%	-3%	-0.5%	7%	-0.1%	-1.1%	-6%	0%	-4%
CCc1cccc(N(CC(=O)NCc2ccc(F)cc2)C(=O)c2csnn2)c1	-29%[20 µM]	0%	·	-41%	-0.2%	-1.8%	0%	10%	12%
CC(NC(=O)C(CC(=O)OC(C)(C)C)NC(=O)OC(C)(C)C)C(N)=O (configuration not stated)	-2%	1%	-1.9%	-2%	0.8%	0.1%	-2%	-7%	4%
COC(=O)c1c(C)oc(C)c1S(=O)(=O)N1CCOCC1	-10%	1%	0.4%	-12%	0.3%	-0.7%	2%	-1%	-6%
CC(Oc1ccccc1)C(=O)Nc1nnc(S(=O)(=O)N2CCCCCC2)s1 (configuration not stated)	-19%[20 µM]	-15%	-2.1%	-6%	-0.1%	8.6%	7%	12%	5%
Cc1cc(C)nc(SCC(=O)OCC(=O)Nc2nc3ccccc3s2)n1	-8%	9%	-3.9%	24%	-0.6%	-3.4%	-3%	?	-2%
Cc1cc(=O)n2[nH]c(-c3ccc(F)cc3)cc2n1	-8%	4%	-0.1%	-32%	0.3%	-4.0%	-2%	-2%	12%
CCOc1ccc(C(C)=O)cc1CSC(=N)N	-16%[20 µM]	2%	·	-23%	0.0%	1.0%	0%	-2%	28%
Cc1ccc(Cn2c(=O)n(CCC(=O)NCc3ccc4c(c3)OCO4)c(=O)c3ccccc32)cc1	-20%	9%	1.4%	7%	-0.1%	0.6%	2%	-6%	6%
CCCC(=O)N1CCCC(c2nc(-c3cccc(OC)c3)no2)C1 (configuration not stated)	9%[20 µM]	6%	-2.9%	-34%	-0.1%	-0.7%	4%	3%	4%
CCCCCCCc1c(O)nc(SCCN(C)C)[nH]c1=O	48%	3%	4.6%	14%	-0.1%	-2.1%	-5%	-14%	2%
O=Cc1cnc(N2CCCCC2)s1	-1%[20 µM]	18%	-7.7%	-22%	-0.1%	1.1%	3%	0%	-14%
O=C(NC1CC1)c1ccc2c(Cl)c3c(nc2c1)CCCC3	-9%	-2%	-3.1%	-46%	-0.4%	0.0%	8%	1%	4%
O=c1c2ccccc2ncn1Cc1ccco1	18%	6%	10%	-2%	0.1%	3.7%	0%	9%	-5%
O=c1c2sccc2nc(SCc2cc(=O)n3cc(Cl)ccc3n2)n1Cc1ccccn1	10%	8%	3.6%	-14%	1.2%	-1.7%	2%	-9%	2%
O=C(Oc1ccc(C(=S)N2CCOCC2)cc1Br)c1ccccc1F	-14%	2%	0.1%	-56%	0.2%	-0.2%	-1%	-17%	-3%
CC(C)NC(=O)CSc1nc2ccccc2c(=O)n1CCCOC(C)C	18%	-5%	2.0%	9%	0.3%	-2.5%	1%	-3%	-9%

4 successive compounds from above, for reference:
SMILES	KOR beta-arrestin-1	GPR55 antagonists	KOR beta-arrestin-2	NOD1 inhibition	GPR55 beta-arrestin	HIV fusion peptide	Siah-1 displacement	AID2073	GPR35 antagonists
CC(NC(=O)C(CC(=O)OC(C)(C)C)NC(=O)OC(C)(C)C)C(N)=O (configuration not stated)	-2%	1%	-1.9%	-2%	0.8%	0.1%	-2%	-7%	4%
COC(=O)c1c(C)oc(C)c1S(=O)(=O)N1CCOCC1	-10%	1%	0.4%	-12%	0.3%	-0.7%	2%	-1%	-6%
CC(Oc1ccccc1)C(=O)Nc1nnc(S(=O)(=O)N2CCCCCC2)s1 (configuration not stated)	-19%[20 µM]	-15%	-2.1%	-6%	-0.1%	8.6%	7%	12%	5%
Cc1cc(C)nc(SCC(=O)OCC(=O)Nc2nc3ccccc3s2)n1	-8%	9%	-3.9%	24%	-0.6%	-3.4%	-3%	?	-2%

(more compounds)
SMILES	KOR beta-arrestin-1	GPR55 antagonists	KOR beta-arrestin-2	NOD1 inhibition	GPR55 beta-arrestin	HIV fusion peptide	Siah-1 displacement	AID2073	GPR35 antagonists
Cc1nccn1CC(=O)N/N=C/c1cccc(O)c1	14%	6%	7.2%	4%	0.2%	2.4%	2%	2%	-7%
CC(=O)NC12CC3CC(C1)CC(C(=O)OCC(=O)c1ccc4c(c1)OCCO4)(C3)C2	10%	2%	-6.2%	-41%	-0.2%	1.2%	-1%	45%	4%
CCOC(=O)c1ccc(Nc2nnc3nc(C)cc(C)n23)cc1	-17%	-3%	-3.0%	4%	0.3%	-2.2%	-5%	32%	6%
Cc1cc(=O)oc2cc(OCC#N)ccc12	-11%	5%	-0.8%	-1%	0.2%	-1.7%	1%	4%	18%
Cc1ccc2[nH]c(=O)c(CN(CC3CCCO3)C(=O)c3ccco3)cc2c1 (configuration not stated)	-1%	-6%	0.5%	3%	-0.2%	1.7%	13%	16%	-6%
CN1CCN(c2ccc(S(=O)(=O)N3CCCCC3)cc2NC(=O)Cc2ccc(Cl)cc2)CC1	10%	0%	1.4%	-21%	0.7%	0.9%	-2%	0%	-9%

Sorted by SMILES length (lowest first): 3 of the compounds above.
SMILES	KOR beta-arrestin-1	GPR55 antagonists	KOR beta-arrestin-2	NOD1 inhibition	GPR55 beta-arrestin	HIV fusion peptide	Siah-1 displacement	AID2073	GPR35 antagonists
CCOC(=O)c1ccc(Nc2nnc3nc(C)cc(C)n23)cc1	-17%	-3%	-3.0%	4%	0.3%	-2.2%	-5%	32%	6%
Cc1ccc2[nH]c(=O)c(CN(CC3CCCO3)C(=O)c3ccco3)cc2c1 (configuration not stated)	-1%	-6%	0.5%	3%	-0.2%	1.7%	13%	16%	-6%
CC(=O)NC12CC3CC(C1)CC(C(=O)OCC(=O)c1ccc4c(c1)OCCO4)(C3)C2	10%	2%	-6.2%	-41%	-0.2%	1.2%	-1%	45%	4%
